MITF inh: blocks human microphthalmia-associated transcription factor | O75030 | AlphaScreen MITF homodimerization, bead proximity signal | inhibition, % at 2.6 µM | actives 0.91% (n = 650,000) | AID 1259374; in the data active means inhibition above about 50%;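 further: 0% = vehicle wells with protein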
Target sequence (O75030 whole entry, looked up): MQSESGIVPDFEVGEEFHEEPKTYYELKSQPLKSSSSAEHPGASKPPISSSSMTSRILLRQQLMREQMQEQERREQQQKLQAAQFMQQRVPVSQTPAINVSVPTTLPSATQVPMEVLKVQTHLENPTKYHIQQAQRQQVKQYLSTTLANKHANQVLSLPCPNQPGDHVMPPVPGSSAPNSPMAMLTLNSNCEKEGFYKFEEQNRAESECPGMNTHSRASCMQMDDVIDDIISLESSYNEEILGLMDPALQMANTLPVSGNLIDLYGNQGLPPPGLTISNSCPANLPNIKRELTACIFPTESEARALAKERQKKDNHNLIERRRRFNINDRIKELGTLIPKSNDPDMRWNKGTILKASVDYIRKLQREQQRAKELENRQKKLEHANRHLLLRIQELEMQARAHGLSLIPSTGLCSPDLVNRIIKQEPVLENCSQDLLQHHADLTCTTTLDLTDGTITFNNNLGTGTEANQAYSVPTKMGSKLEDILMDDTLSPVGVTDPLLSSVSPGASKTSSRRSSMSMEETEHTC
TEAD-YAP inh: TEAD-YAP interaction inhibition. inhibition, % at 9.12 µM. actives 1.4% (n = 640,000). HEK-TIYL cells, TEAD-Gal4/YAP UAS-luciferase luminescence. AID 1259422; in the data active means inhibition above about 32%;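 further: 0% = median of test compound wells and 100% = reference inhibitor wells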
FBW7 act: activators of human E3 ligase FBW7 | AlphaScreen FBW7–phospho-cyclin E peptide binding, activator screen | AID 1259310 | actives 0.13% (n = 650,000) | normalized activity (activation), % at 26.1 µM; in the data active means normalized activity above about 1.9%;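 further: purified mutant Fbw7 with reduced substrate affinity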
GPR151 activ: activates the human receptor GPR151. Q8TDV0. PathHunter beta-arrestin GPR151 cells, luminescence. activation, % at 11.2 µM. actives 1% (n = 650,000); in the data active means activation above about 4.9%;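 further: 0% = median of compound wells and 100% = cells with positive control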
Target sequence (Q8TDV0 whole entry, looked up): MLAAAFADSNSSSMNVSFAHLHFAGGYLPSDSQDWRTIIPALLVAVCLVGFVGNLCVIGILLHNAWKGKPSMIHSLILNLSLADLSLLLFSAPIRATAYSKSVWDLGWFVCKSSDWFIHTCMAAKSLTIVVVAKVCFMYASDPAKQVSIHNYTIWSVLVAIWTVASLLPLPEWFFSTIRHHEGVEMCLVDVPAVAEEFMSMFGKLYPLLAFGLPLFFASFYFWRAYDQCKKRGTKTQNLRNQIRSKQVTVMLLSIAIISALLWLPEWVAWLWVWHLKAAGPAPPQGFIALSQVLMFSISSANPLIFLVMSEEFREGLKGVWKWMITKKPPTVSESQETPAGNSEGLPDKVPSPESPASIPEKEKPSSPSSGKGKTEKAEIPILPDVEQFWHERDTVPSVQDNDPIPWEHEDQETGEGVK
Numbers without * were called inactive.

SMILES | MITF inh | TEAD-YAP inh | FBW7 act | GPR151 activ
COc1ccc(OCC(=O)O/N=C(\N)c2ccc(C)cc2)cc1 | 10.2 | -7.1 | 0.1 | 0.9
COc1cccc(OCC(O)Cn2nnc3ccccc32)c1 (stereo not given) | 11.2 | -13.5 | 0.3 | -0.9
Nc1ccc2cc3c(nc2n1)CCN(CCc1ccccc1)C3 | 15.1 | 4.7 | -0.1 | -1.5
COc1cc(/C=N/n2c(C)nnc2C)ccc1OS(=O)(=O)c1cc(C)ccc1C | -1.5 | 0.7 | -0.1 | -0.5
CC(C)c1ccc(/C=C/C(=O)Nc2nncs2)cc1 | -11.5 | -8.3 | 0.0 | -1.8
O=C(O)CCCCNS(=O)(=O)c1ccccc1C(F)(F)F | 13.0 | -12.8 | 0.5 | 9.4*
CC1CCCCC12NC(=O)N(CC(=O)Nc1ccc(Cl)cc1[N+](=O)[O-])C2=O (stereo not given) | -5.0 | -8.2 | 0.1 | -0.7
COc1ccccc1C(=O)Nc1sc2c(c1C#N)CC(C)(C)NC2(C)C | -8.4 | -0.4 | -0.1 | -0.5
CCN(Cc1ccncc1)C(=O)CC1C(=O)NCCN1Cc1cccc(OC)c1OC (stereo not given) | -21.5 | -5.5 | 0.1 | 0.0
O=C(CN1C(=O)c2ccccc2C1=O)NCc1cc(F)cc2c1OCOC2 | 12.7 | 2.3 | 0.9 | -0.4
CC(C)OCCCNC(=O)c1ccc(Br)cc1 | -14.2 | -48.1 | -0.2 | 0.3
COc1ccccc1NC(=O)CSc1nc2ccsc2c(=O)n1-c1ccc(F)cc1 | -0.6 | 13.3 | -0.1 | -0.5
CCOC(=O)C1CCN(Cc2ccc(OC)cc2OC)CC1 | 23.8 | 5.6 | 0.0 | 1.9
O=[N+]([O-])c1c(Cl)ncnc1N1CCCCC1 | -1.0 | 2.6 | -0.2 | 2.1
NNC(=O)c1ccccc1C#CCN1CCOCC1 | -0.9 | -0.9 | 0.0 | -0.3
CSCCC(NC(=O)C1CCC(C)CC1)C(=O)NCc1ccccn1 (stereo not given) | 2.7 | 2.3 | -0.2 | 5.0*
CCOC(=O)c1c(NC(=O)C(CC)Oc2ccccc2)sc(C(C)=O)c1C (stereo not given) | 2.9 | 6.6 | -0.1 | 1.7
O=C(CN1C(=O)c2ccccc2C1=O)Nc1cccc(-c2nc3ccccc3[nH]2)c1 | 4.9 | 1.9 | 0.0 | 1.6
CC1CCCC(NC(=O)c2cc(S(=O)(=O)N3CCc4ccccc43)ccc2Sc2ccc(F)cc2)C1C (stereo not given) | 1.3 | 6.8 | -0.1 | 1.6
CSc1nnc(CN(C)Cc2cccc3ncccc23)n1CC1CCCO1 (stereo not given) | 3.2 | 0.1 | 0.0 | 0.7
O=C(CN1N=C(c2ccccc2)CCC1=O)NC1CCCC1 | -3.9 | -2.3 | 0.8 | -1.6
CCN(CC)c1ccc(/C=C2\N=C(c3cccc([N+](=O)[O-])c3)OC2=O)cc1 | 1.9 | 13.5 | -0.2 | 0.0
O=C(NCc1ccc(F)cc1)c1cn[nH]c1-c1ccc([N+](=O)[O-])cc1 | 1.8 | -5.0 | -0.1 | 0.7
CCN1CCc2c(OCC(=O)N3CCCc4ccccc43)cccc2C1=O | 13.0 | -0.2 | 0.0 | -0.3
Cc1cccc(-n2c(SCC(=O)Nc3cccc(Cl)c3)nc3n[nH]c(C)c3c2=N)c1 | -7.7 | -4.7 | -0.2 | 1.3
NC(C(=O)N1CC[C@H](C(=O)Nc2ccc3[nH]ncc3c2)C1)c1ccc(Br)cc1 (stereo not given in full) | 9.3 | -1.2 | -0.1 | 0.5
O=c1[nH]c(=S)n(CCC2=CCCCC2)c(O)c1/C=C1\C=CC=N1 | -3.0 | -13.0 | 0.1 | -1.4
Cc1csc(NC(=O)CSc2nc3ccccc3cc2C)n1 | -1.4 | -26.6 | -0.1 | -0.3
C=CCOc1ccc(/C(O)=C2/C(=O)C(=O)N(CCN(CC)CC)C2c2ccc(Cl)cc2)c(C)c1 (stereo not given) | -3.6 | 0.6 | 0.0 | -0.4
Cc1cc(C)n(-c2ncc(-c3ccccc3)nn2)n1 | 6.6 | -25.5 | -0.2 | -2.6
OC1CCC(Nc2nc(NCCOc3ccccc3)c3ncn(C4CCCCC4)c3n2)CC1 (stereo not given) | -2.2 | -42.8 | -0.1 | -0.8
CN(C)c1ccc(/C=N/NC(=O)CNc2ccc(F)cc2)cc1 | -0.6 | -4.1 | 0.0 | -0.8
C=C(C)Cn1c(=O)c2c(nc3n(C)c(C)c(C)n23)n(C)c1=O | 13.4 | -3.8 | 0.0 | -1.2
CCOC(=O)C(=O)Nc1cccc([N+](=O)[O-])c1 | 11.0 | 1.6 | 0.0 | -0.9
COc1cc(/C=C2/SC(N3CCN(c4ccccc4F)CC3)=NC2=O)ccc1O | 3.4 | -4.4 | 0.1 | 0.8
CCOC(=O)c1cnc(Nc2nc3ccccc3s2)nc1C | 6.4 | -35.3 | 0.2 | 1.9
Cc1ccc(N=C(NOCc2cccc([N+](=O)[O-])c2)c2nonc2N)cc1 | 11.6 | -1.1 | 0.1 | 0.4
Cc1ccc(C(=O)c2sc3nc(-c4cccs4)cc(C(F)(F)F)c3c2N)c(C)c1 | 4.1 | 12.7 | 0.1 | 0.6
CC1(C)N=C(N)NC(Nc2ccc(I)cc2)=N1 | 7.0 | 9.4 | 0.9 | -2.2
Cc1sc(N2C(=O)C3CC=C(Cl)CC3C2=O)c(C#N)c1C (stereo not given) | -6.5 | -1.7 | -0.1 | 2.6
CC(=O)c1sc(Nc2ccccn2)nc1C | 16.2 | -9.3 | 0.3 | -1.4
N#Cc1c2c(c(N3CCN(C4CCCCC4)CC3)n3c1nc1ccccc13)CCC2 | 13.3 | -1.0 | -0.3 | 0.2
COc1ccc(CNC(=O)CSCc2ccccc2Cl)cc1 | -2.7 | -38.2 | -0.1 | -1.0
COc1cc2c(cc1OC)CN(C/C=C/c1ccccc1[N+](=O)[O-])CC2 | 49.4 | 9.3 | 0.0 | -0.3
Nc1nonc1N=NN(Cc1ccccc1Cl)c1nonc1N | 4.4 | -10.8 | 0.0 | 0.3
CC(C)(c1ccccc1)c1ccc(OC(=O)Nc2ccc(Cl)c(Cl)c2)cc1 | -2.1 | -3.9 | -0.1 | 5.4*
Cc1nc2ccc(NC(=O)c3ccc(S(=O)(=O)N4CCCc5ccccc54)cc3)cc2s1 | 11.2 | 11.3 | 0.1 | 0.5
CCCCN(C1CCS(=O)(=O)C1)S(=O)(=O)c1cccs1 (stereo not given) | -0.2 | -4.9 | 0.0 | 0.0
Cc1ccc(OCCNC(=O)c2cccc(C)c2)cc1 | -19.8 | -8.1 | 0.1 | 2.3
CC1=NN(c2ccc(C)c(C)c2)C(=O)/C1=C/c1ccc(N2CCOCC2)cc1 | 5.5 | 2.1 | 0.3 | -0.7
CC1CCCCC1NS(=O)(=O)c1ccc(S(=O)(=O)N2C(C)CCCC2C)cc1 (stereo not given) | 7.3 | -4.9 | 0.0 | 2.5
COc1cccc(Cn2c(C)c(CNC3CCCC3)c(C(=O)O)c2C)c1 | 20.4 | -4.4 | -0.3 | 0.1
COc1ccc(CN2C(=O)C3C(C(=O)Nc4cccc(OC)c4)C4C=CC3(O4)C2C(=O)NC2CCCCC2C)cc1 (stereo not given) | 1.9 | 4.0 | 0.0 | 0.6
CCOC(=O)NN1C(=O)c2ccccc2NC12CCCCC2 | 11.7 | -6.0 | 0.4 | -2.0
Cc1cc(C)n(-c2cc(NCCNC(=O)/C=C/c3ccccc3)nc(C)n2)n1 | -8.4 | 3.2 | -0.1 | -1.3
Cc1ccc(OCCN2CCN(c3cc(C)c(C#N)c4nc5ccccc5n34)CC2)cc1 | 7.3 | -1.6 | 0.1 | 0.5
Cc1ccc(-c2c(C(=O)NCCN3CCN(c4ccccc4)CC3)oc(=O)c3ccccc23)cc1 | 9.7 | -0.7 | -0.2 | 2.8
CC(=O)c1sc(NC(=O)c2ccco2)nc1C | 1.7 | -19.2 | -0.1 | -1.1
COc1ccc(OCCNC(=O)COc2ccc(Cl)cc2C)cc1 | 7.8 | 1.0 | 0.0 | 0.3
Cn1nc(C(=O)NNC(=O)CSC(=S)N2CCCC2)c2ccccc2c1=O | -4.1 | -0.6 | 0.1 | 0.3

Shown with two lines to a compound: 11 of the compounds above
The line under a structure holds: MITF inh | TEAD-YAP inh | FBW7 act | GPR151 activ
- CC1=NN(c2ccc(C)c(C)c2)C(=O)/C1=C/c1ccc(N2CCOCC2)cc1
→ 5.5 | 2.1 | 0.3 | -0.7
- CC1CCCCC1NS(=O)(=O)c1ccc(S(=O)(=O)N2C(C)CCCC2C)cc1 (stereo not given)
→ 7.3 | -4.9 | 0.0 | 2.5
- COc1cccc(Cn2c(C)c(CNC3CCCC3)c(C(=O)O)c2C)c1
→ 20.4 | -4.4 | -0.3 | 0.1
- COc1ccc(CN2C(=O)C3C(C(=O)Nc4cccc(OC)c4)C4C=CC3(O4)C2C(=O)NC2CCCCC2C)cc1 (stereo not given)
→ 1.9 | 4.0 | 0.0 | 0.6
- CCOC(=O)NN1C(=O)c2ccccc2NC12CCCCC2
→ 11.7 | -6.0 | 0.4 | -2.0
- Cc1cc(C)n(-c2cc(NCCNC(=O)/C=C/c3ccccc3)nc(C)n2)n1
→ -8.4 | 3.2 | -0.1 | -1.3
- Cc1ccc(OCCN2CCN(c3cc(C)c(C#N)c4nc5ccccc5n34)CC2)cc1
→ 7.3 | -1.6 | 0.1 | 0.5
- Cc1ccc(-c2c(C(=O)NCCN3CCN(c4ccccc4)CC3)oc(=O)c3ccccc23)cc1
→ 9.7 | -0.7 | -0.2 | 2.8
- CC(=O)c1sc(NC(=O)c2ccco2)nc1C
→ 1.7 | -19.2 | -0.1 | -1.1
- COc1ccc(OCCNC(=O)COc2ccc(Cl)cc2C)cc1
→ 7.8 | 1.0 | 0.0 | 0.3
- Cn1nc(C(=O)NNC(=O)CSC(=S)N2CCCC2)c2ccccc2c1=O
→ -4.1 | -0.6 | 0.1 | 0.3

Later entries.
SMILES | MITF inh | TEAD-YAP inh | FBW7 act | GPR151 activ
Cc1ccc(Cn2c(-c3ccc(F)cc3)cccc2=O)cc1 | -2.7 | -0.9 | 0.0 | -1.3
COc1cccc(/C=C2\C(=O)Nc3ccc(Br)cc32)c1OC | 15.8 | -4.3 | 0.2 | 0.4
O=C(NCC1CCC2(CCN(Cc3ccncc3)CC2)O1)C(c1ccccc1)C1CCCC1 (stereo not given) | 3.9 | -7.0 | 1.0 | -0.4
CC(C)=CCN1CCN(Cc2cc(Cl)ccc2O)CC1CCO (stereo not given) | 10.1 | -12.3 | 0.2 | -0.7
c1ccc(NNC2=NCCCCC2)cc1 | 11.9 | 8.1 | 0.5 | -1.2
Cc1ccc(S(=O)(=O)c2nc(-c3ccccc3)oc2NCCN2CCOCC2)cc1 | 0.6 | -4.7 | -0.2 | 1.8
CCNS(=O)(=O)c1cc(OC)ccc1OC | -2.9 | 0.0 | 0.1 | 0.7
CN1C(=O)NC(NC(=O)c2ccc(Cl)cc2Cl)(C(F)(F)F)C1=O (stereo not given) | 5.9 | 10.3 | 1.2 | 0.0
COc1ccc(N=c2sc(C(C)=O)c(C)n2CCCN2CCOCC2)cc1 | 8.4 | -1.4 | -0.6 | 1.8
O=C(c1ccc(S(=O)(=O)c2ccccc2)cc1)N1CCCCCC1 | 2.7 | -13.2 | 0.0 | 2.7
CNC(=S)NNC(=O)c1cccc(N(C)C)c1 | 15.4 | 2.6 | 0.0 | -2.3
O=C(Cn1cc([N+](=O)[O-])cn1)Nc1ccc(-c2noc(-c3ccc(Cl)cc3)n2)cc1 | -3.6 | -1.5 | 0.0 | 0.0
O=C(NNC(=O)c1ccccc1Br)c1ccc(Br)cc1 | 10.1 | -13.0 | 0.0 | 0.5
O=C(Nc1cc(Cl)ccc1Cl)c1nccnc1CO | -0.9 | -7.3 | 0.1 | -0.7
O=C(NCCCN1CCCC1=O)c1cccc(-c2ccccc2)c1 | 9.1 | -34.5 | -0.1 | -2.3
COC(=O)c1c(C)oc2ccc(N(C(=O)c3ccc(C)cc3)S(=O)(=O)c3ccc4ccccc4c3)cc12 | -2.7 | 2.3 | -0.2 | -0.1
COCCNCCCCOc1ccccc1-c1ccccc1 | 39.5 | 1.5 | -0.1 | 0.7
Cc1ccccc1-c1nc2s/c(=C3\C(=O)N(C)c4ccccc43)c(=O)n2n1 | 4.8 | 1.7 | 0.1 | 0.7
COc1ccc(C(=O)Nc2ncc(Cc3ccc(C)cc3)s2)cc1OC | 9.9 | 39.1* | 1.1 | -0.8
CC1=CC(C)(C)N(C(=O)CSc2nnc(N)s2)c2cc(C)c(C)cc21 | 15.4 | -11.2 | 0.5 | 1.3
CCc1ccc(C(=O)CSc2nnc(-c3ccc(OC)cc3)n2-c2ccccc2)cc1 | 4.1 | -3.1 | 0.1 | 0.9
Cc1cc([N+](=O)[O-])cc2sc(NC(=O)C3CCCCC3)nc12 | -2.0 | -4.1 | -0.1 | -1.7
COc1ccc(Br)cc1C(=O)N/C(=C\c1cccc([N+](=O)[O-])c1)C(=O)Nc1cc(Cl)ccc1Cl | 2.7 | -0.8 | 0.0 | 1.2
CC1=C(C(N)=O)C(c2ccc(F)cc2)n2nc(-c3ccc(F)cc3)nc2N1 (stereo not given) | 8.2 | 14.3 | 0.3 | 0.2
CCOc1cc(/C=C2/C(=N)N3OC(C)=CC3=NC2=O)ccc1OCCCOc1ccccc1 | 14.8 | -7.6 | 0.7 | -1.5
O=C(Nc1ccccc1O)c1ccc(Nc2c([N+](=O)[O-])cc([N+](=O)[O-])cc2[N+](=O)[O-])cc1 | -13.8 | 7.8 | -0.1 | -0.5
O=C(O)/C=C/c1cccc(NC(=O)Nc2ccc([N+](=O)[O-])cc2)c1 | -3.8 | -2.6 | 0.1 | -2.0

Not a hit list, and some 3.4% of all compounds hit somewhere here.
